yeast cln2 rad14: NCI yeast anticancer drug screen, S. cerevisiae cln2 rad14 strain | growth inhibition, % at 50 µM | 78,000 compounds, 8.3% hits | AID 165, 2004;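 further: 0% = growth of vehicle-only cultures of the same strain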
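Compounds are applied to the cln2 rad14 yeast strain, and growth is then compared with that of vehicle-treated cultures to give inhibition.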
mec2-1: NCI yeast anticancer drug screen, S. cerevisiae mec2-1 strain. 79,000 compounds, 9% hits. AID 157, 2004. % growth inhibition at 50 µM;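 further: 0% = growth of vehicle-only cultures of the same strain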
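Vehicle-treated cultures served as reference for growth inhibition of compound-exposed mec2-1 yeast.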
rad50: NCI yeast anticancer drug screen, S. cerevisiae rad50 strain; 79,000 compounds, 10% hits; % growth inhibition at 50 µM;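 further: 0% = growth of vehicle-only cultures of the same strain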
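Relative growth inhibition (compound vs vehicle) was measured in yeast with a defined repair-gene alteration.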
bub3: NCI yeast anticancer drug screen, S. cerevisiae bub3 mutant strain; % growth inhibition at 50 µM; 78,000 compounds, 9.9% hits; AID 167, 2004;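 further: 0% = growth of vehicle-only cultures of the same strain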
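Compounds were applied to a genetically altered yeast strain carrying a cell-cycle control defect. Growth inhibition was scored against vehicle-treated controls.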
yeast mlh1 rad18: NCI yeast anticancer drug screen, S. cerevisiae mlh1 rad18 strain. % growth inhibition at 50 µM. 79,000 compounds, 11% hits. AID 175, 2004;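 further: 0% = growth of vehicle-only cultures of the same strain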
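Steps: expose repair-defective yeast to compound; measure growth; express inhibition against vehicle-treated controls.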
yeast sgs1 mgt1: NCI yeast anticancer drug screen, S. cerevisiae sgs1 mgt1 strain. growth inhibition, % at 50 µM. 78,000 compounds, 10% hits. AID 161, 2004;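 further: 0% = growth of vehicle-only cultures of the same strain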
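Percent growth inhibition was derived by comparing compound-exposed mutant yeast with vehicle-exposed cultures. The strain carries alterations in DNA damage repair.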
* = called active by the depositor; & = joins results of further samples. No stated cut-off is given here; in the data, active means growth inhibition above about 70%; inactive means the rest.

COC(=O)CCS(=O)(=O)CCC(=O)OC was read as yeast cln2 rad14 -50, mec2-1 -8, rad50 -35, bub3 -26, yeast mlh1 rad18 -8 and yeast sgs1 mgt1 -12.
Cc1ccc(N=Cc2ccccc2O)cc1.[Co] was read as yeast cln2 rad14 14, mec2-1 15, rad50 -19, bub3 1, yeast mlh1 rad18 -11 and yeast sgs1 mgt1 -3.
For CC1(C)OC2C(COC(=O)c3ccc([N+](=O)[O-])cc3)OC(NC(=O)N(CCCl)N=O)C2O1 (stereo not given) the results were yeast cln2 rad14 -11, mec2-1 -21, rad50 -34, bub3 -36, yeast mlh1 rad18 82* and yeast sgs1 mgt1 -21.
For Cc1ccc(Cl)cc1C(=O)O the results were yeast cln2 rad14 6, mec2-1 1, rad50 32, bub3 -14, yeast mlh1 rad18 -18 and yeast sgs1 mgt1 8.
COCC(=O)C(C(C)=O)C(c1ccc(N(C)C)cc1)C(C(C)=O)C(=O)COC (stereo not given) was read as yeast cln2 rad14 -70, mec2-1 -11, rad50 -12, bub3 3, yeast mlh1 rad18 -9 and yeast sgs1 mgt1 -13.
Screening CCOC(=O)C1=C(C(=O)c2ccc(C)cc2)C(c2cccc([N+](=O)[O-])c2)C(C(=O)c2ccc(C)cc2)=C(C(=O)OCC)N1 returned yeast cln2 rad14 19, mec2-1 78*, rad50 61, bub3 76*, yeast mlh1 rad18 79* and yeast sgs1 mgt1 61.
Screening COc1ccc2c(c1)-c1c(ccc(OC)c1O)CC(c1ccccc1)[N+](C)(C)CC2 (stereo not given) returned yeast cln2 rad14 -12, mec2-1 11, rad50 -6, bub3 2, yeast mlh1 rad18 -2 and yeast sgs1 mgt1 -6.
Screening CCC(CC)C(=O)OC1CCCCC1C(C)C (stereo not given) returned yeast cln2 rad14 -14, mec2-1 -4, rad50 7, bub3 3, yeast mlh1 rad18 0 and yeast sgs1 mgt1 0.
For Fc1cccc(C2SCc3nc4ccccc4n32)c1F (stereo not given) the results were yeast cln2 rad14 40, mec2-1 55, rad50 63, bub3 73*, yeast mlh1 rad18 92* and yeast sgs1 mgt1 76*.
`CN(CCC#N)c1ccc(/C=C(\C#N)c2ccc(Br)cc2)cc1` gave yeast cln2 rad14 -12, mec2-1 -24, rad50 12, bub3 -1, yeast mlh1 rad18 -19 and yeast sgs1 mgt1 14.
Cc1ccccc1OCC(COC(=O)Nc1ccccc1)OC(=O)Nc1ccccc1 (stereo not given) was read as yeast cln2 rad14 -2, mec2-1 -21, rad50 -11, bub3 -1, yeast mlh1 rad18 -21 and yeast sgs1 mgt1 -30.
CC1CC(OC(=O)Nc2ccccc2)CC(C)(C)C1 (stereo not given) was read as yeast cln2 rad14 67, mec2-1 81*, rad50 79*, bub3 90*, yeast mlh1 rad18 86* and yeast sgs1 mgt1 92*.
C/C(=N\NC(=O)c1ccncc1)c1sc(-n2nc(-c3ccccc3)cc2-c2ccccc2)nc1C was read as yeast cln2 rad14 8, mec2-1 -16, rad50 18, bub3 40, yeast mlh1 rad18 14 and yeast sgs1 mgt1 44.
`COc1ccc(C(O)c2ccccn2)cc1` (stereo not given) gave yeast cln2 rad14 -35, mec2-1 -36, rad50 -13, bub3 -63, yeast mlh1 rad18 -19 and yeast sgs1 mgt1 -24.
Cc1[nH]c(=O)cc(C(=O)O)c1CN was read as yeast cln2 rad14 -59, mec2-1 -9, rad50 7, bub3 -7, yeast mlh1 rad18 -3 and yeast sgs1 mgt1 4.
c1ccc(C2=NOC(c3ccccc3)N2C23CC4CC(CC(C4)C2)C3)cc1 (stereo not given) was read as yeast cln2 rad14 24, mec2-1 4, rad50 3, bub3 -13, yeast mlh1 rad18 36 and yeast sgs1 mgt1 -18.
Fc1ccc(OCCC(Cn2ccnc2)c2ccc(Cl)cc2Cl)cc1 (stereo not given) was read as yeast cln2 rad14 95*, mec2-1 100*, rad50 99*, bub3 99*, yeast mlh1 rad18 95* and yeast sgs1 mgt1 95*.
CCOC(=O)/C=C(\C)c1ccc(C)cc1C was read as yeast cln2 rad14 3, mec2-1 -7, rad50 8, bub3 2, yeast mlh1 rad18 19 and yeast sgs1 mgt1 -7.
For CC1(c2ccccc2)CCN(C2CC2)CO1 (stereo not given) the results were yeast cln2 rad14 45, mec2-1 15, rad50 35, bub3 48, yeast mlh1 rad18 -52 and yeast sgs1 mgt1 52.
For CC(=O)N1CCC(=O)c2ccccc21 the results were yeast cln2 rad14 6, mec2-1 14, rad50 11, bub3 -24, yeast mlh1 rad18 -5 and yeast sgs1 mgt1 -2.

7 successive compounds already listed, quoted:
COC(=O)CCS(=O)(=O)CCC(=O)OC was read as yeast cln2 rad14 -50, mec2-1 -8, rad50 -35, bub3 -26, yeast mlh1 rad18 -8 and yeast sgs1 mgt1 -12.
Cc1ccc(N=Cc2ccccc2O)cc1.[Co] was read as yeast cln2 rad14 14, mec2-1 15, rad50 -19, bub3 1, yeast mlh1 rad18 -11 and yeast sgs1 mgt1 -3.
For CC1(C)OC2C(COC(=O)c3ccc([N+](=O)[O-])cc3)OC(NC(=O)N(CCCl)N=O)C2O1 (stereo not given) the results were yeast cln2 rad14 -11, mec2-1 -21, rad50 -34, bub3 -36, yeast mlh1 rad18 82* and yeast sgs1 mgt1 -21.
For Cc1ccc(Cl)cc1C(=O)O the results were yeast cln2 rad14 6, mec2-1 1, rad50 32, bub3 -14, yeast mlh1 rad18 -18 and yeast sgs1 mgt1 8.
COCC(=O)C(C(C)=O)C(c1ccc(N(C)C)cc1)C(C(C)=O)C(=O)COC (stereo not given) was read as yeast cln2 rad14 -70, mec2-1 -11, rad50 -12, bub3 3, yeast mlh1 rad18 -9 and yeast sgs1 mgt1 -13.
Screening CCOC(=O)C1=C(C(=O)c2ccc(C)cc2)C(c2cccc([N+](=O)[O-])c2)C(C(=O)c2ccc(C)cc2)=C(C(=O)OCC)N1 returned yeast cln2 rad14 19, mec2-1 78*, rad50 61, bub3 76*, yeast mlh1 rad18 79* and yeast sgs1 mgt1 61.
Screening COc1ccc2c(c1)-c1c(ccc(OC)c1O)CC(c1ccccc1)[N+](C)(C)CC2 (stereo not given) returned yeast cln2 rad14 -12, mec2-1 11, rad50 -6, bub3 2, yeast mlh1 rad18 -2 and yeast sgs1 mgt1 -6.

The listing continues.
For N#Cc1ccc(N=S=O)cc1 the results were yeast cln2 rad14 -14, mec2-1 -20, rad50 -1, bub3 5, yeast mlh1 rad18 -18 and yeast sgs1 mgt1 -21.
For CC(=O)OCC1OC(n2c(-c3ccccc3)c(C(C)=O)c(-c3cccc4ccccc34)c(C#N)c2=S)C(OC(C)=O)C(OC(C)=O)C1OC(C)=O (stereo not given) the results were yeast cln2 rad14 15&25, mec2-1 16&8, rad50 11&18, bub3 7&22, yeast mlh1 rad18 -29&9 and yeast sgs1 mgt1 4&25.
For CCCCCCCCCCCC1=c2o[nH]c2=C(c2ccccn2)C(=O)C1=O the results were yeast cln2 rad14 -46, mec2-1 -7, rad50 -15, bub3 11, yeast mlh1 rad18 -1 and yeast sgs1 mgt1 6.
`Nc1cccc2ccc(Cl)nc12` gave yeast cln2 rad14 10, mec2-1 19, rad50 38, bub3 16, yeast mlh1 rad18 -5 and yeast sgs1 mgt1 14.
COC(=O)/C=C/C(=O)NC(N)=O was read as yeast cln2 rad14 10, mec2-1 -41, rad50 -20, bub3 -17, yeast mlh1 rad18 -8 and yeast sgs1 mgt1 -22.
CCN(CC)N=Nc1ccc(C(=O)O)cc1 was read as yeast cln2 rad14 -9, mec2-1 2, rad50 10, bub3 6, yeast mlh1 rad18 -2 and yeast sgs1 mgt1 -10.
Screening CC1(C)OC2OC(C3COS(=O)O3)C(Cl)C2O1 (stereo not given) returned yeast cln2 rad14 -49, mec2-1 2, rad50 -2, bub3 -1, yeast mlh1 rad18 9 and yeast sgs1 mgt1 -1.
Screening O=c1[nH]c2c([N+](=O)[O-])cc(Cl)cc2nc1/C=C(\O)c1ccc(Cl)cc1 returned yeast cln2 rad14 65, mec2-1 95*, rad50 97*, bub3 90*, yeast mlh1 rad18 97* and yeast sgs1 mgt1 95*.
For CO[C@H]1CC2CC1C1C3=C(NC21)C1(O)C[C@H]2CN(CC3)C1C[C@@H]2C(C)CO (stereo not given in full) the results were yeast cln2 rad14 0, mec2-1 10, rad50 -4, bub3 1, yeast mlh1 rad18 -24 and yeast sgs1 mgt1 3.
Screening CCCCC(=O)OC[n+]1ccc2c(C)c3[nH]c4ccc(OC)cc4c3c(C)c2c1 returned yeast cln2 rad14 89*, mec2-1 92*, rad50 88*, bub3 87*, yeast mlh1 rad18 92* and yeast sgs1 mgt1 90*.
`CN(C)CCNc1c([N+](=O)[O-])sc2ccc(Cl)cc12` gave yeast cln2 rad14 18, mec2-1 -2, rad50 6, bub3 2, yeast mlh1 rad18 13 and yeast sgs1 mgt1 2.
Screening CCCCCCCCCCCCCCCCCCS returned yeast cln2 rad14 -15, mec2-1 -25, rad50 -1, bub3 8, yeast mlh1 rad18 -6 and yeast sgs1 mgt1 -8.
Screening CCCCn1cnc2c(c(CC#N)nn2-c2ccccc2)c1=N returned yeast cln2 rad14 -29, mec2-1 -35, rad50 -13, bub3 -31, yeast mlh1 rad18 -3 and yeast sgs1 mgt1 -39.
Screening COc1cc2ccnc(C#N)c2cc1OCc1ccccc1 returned yeast cln2 rad14 -6, mec2-1 -12, rad50 -60, bub3 -14, yeast mlh1 rad18 -31 and yeast sgs1 mgt1 -11.
`O=C(/C=C/c1c(-c2ccccc2)[nH]c2ccccc12)c1ccc([N+](=O)[O-])cc1` gave yeast cln2 rad14 7, mec2-1 3, rad50 10, bub3 7, yeast mlh1 rad18 19 and yeast sgs1 mgt1 13.
Screening Cc1nnc(S(=O)(=O)c2ccc(N=Nc3c(N)nc(N)nc3N)cc2)s1 returned yeast cln2 rad14 68, mec2-1 -13, rad50 -5, bub3 -24, yeast mlh1 rad18 6 and yeast sgs1 mgt1 -9.
Screening O=C1CCC(c2nc3cc(Cl)ccc3o2)C(=O)N1 (stereo not given) returned yeast cln2 rad14 16, mec2-1 -7, rad50 15, bub3 0, yeast mlh1 rad18 -17 and yeast sgs1 mgt1 -1.
CC1(C)CCNc2ccccc2S1 was read as yeast cln2 rad14 -26, mec2-1 2, rad50 -1, bub3 -11, yeast mlh1 rad18 -15 and yeast sgs1 mgt1 2.
For COc1ccccc1NC(=O)/C(=C/c1ccccc1)C(C)=O the results were yeast cln2 rad14 49, mec2-1 -3, rad50 49, bub3 -5, yeast mlh1 rad18 66 and yeast sgs1 mgt1 17.
`Nn1nc2ccccc2n1` gave yeast cln2 rad14 2, mec2-1 0, rad50 0, bub3 1, yeast mlh1 rad18 1 and yeast sgs1 mgt1 -11.
For O=C(CN(c1ccc(S(=O)(=O)O)cc1)c1ccc(S(=O)(=O)O)cc1)Nn1cnc2ccc(S(=O)(=O)N(c3ccc(S(=O)(=O)O)cc3)c3ccc(S(=O)(=O)O)cc3)cc2c1=O the results were yeast cln2 rad14 19, mec2-1 6, rad50 29, bub3 26, yeast mlh1 rad18 34 and yeast sgs1 mgt1 31.
Screening Cc1nc2c(c(=O)[nH]1)S/C(=C(/C#N)c1nc3ccccc3[nH]1)N2c1ccccc1 returned yeast cln2 rad14 -22, mec2-1 -29, rad50 -40, bub3 -41, yeast mlh1 rad18 -48 and yeast sgs1 mgt1 -42.
For O=C(O)C1C2CC(C(Br)C2O)C1C(=O)O (stereo not given) the results were yeast cln2 rad14 -12, mec2-1 -13, rad50 -3, bub3 1, yeast mlh1 rad18 -3 and yeast sgs1 mgt1 -4.
For CCCCOP(=O)(OCCCC)C(NS(=O)(=O)c1ccccc1)(C(=O)OCC)C(F)(F)F (stereo not given) the results were yeast cln2 rad14 99*, mec2-1 99*, rad50 99*, bub3 99*, yeast mlh1 rad18 99* and yeast sgs1 mgt1 99*.
For CCOC(=O)c1cnc2c(cnn2C(C)C)c1NN the results were yeast cln2 rad14 -24, mec2-1 -9, rad50 -16, bub3 53, yeast mlh1 rad18 -15 and yeast sgs1 mgt1 48.
For O=S(=O)([O-])[O-].O=c1[nH]cnc2nc[n-]c12.[OH3+].[OH3+].[Zn+2] the results were yeast cln2 rad14 -8, mec2-1 -29, rad50 -27, bub3 -31, yeast mlh1 rad18 -36 and yeast sgs1 mgt1 -21.
Screening O=S(=O)(c1ccc(N=Cc2ccccc2O)cc1)c1ccc(N=Cc2ccccc2O)cc1 returned yeast cln2 rad14 25, mec2-1 4, rad50 12, bub3 -13, yeast mlh1 rad18 22 and yeast sgs1 mgt1 17.
Screening CC1C(C#N)(C#N)C(C#N)=C(N)C1(C)[N+](=O)[O-] (stereo not given) returned yeast cln2 rad14 -6, mec2-1 19, rad50 4, bub3 -22, yeast mlh1 rad18 -6 and yeast sgs1 mgt1 -27.
Oc1cc(Cl)cc2cccnc12 was read as yeast cln2 rad14 92*, mec2-1 92*, rad50 88*, bub3 90* and yeast sgs1 mgt1 89*.
